# Bioassay records as filed in PubChem.
# Pol iota inh – qHTS for Inhibitors of Polymerase Iota. AID 588590, 2011. DNA polymerase iota (Homo sapiens), Q9UNA4. Potency, µM (doses to about 115 µM), for inactives: at the highest dose activity, negative = inhibition, usual class: inhibitors. hit rate 1% among 390,000. Pol iota fluorescent replication assay, 10 min; also: potency is read from the fitted curve at half-maximal effect
#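 Fluorescent replication assay read twice, at 0 min and 10 min after adding 50 nM (final) substrate. Enzyme (10 nM) and compounds were first incubated 15 min at room temperature; enzyme-free buffer wells were negative controls.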
# TRHR ag – qHTS for Small Molecule Agonists and Allosteric Enhancers of Human TRH Receptor: Primary Screen for Agonists | Thyrotropin-releasing hormone receptor (Homo sapiens), P34981 | AID 493084, 2011 | hit rate 0.18% among 360,000 | activation, % at 2 µM | TRHR cells, calcium flux fluo-8, FDSS agonist mode; in the data active = activation above about 30%; also: 0% is about no effect
# Target sequence (P34981 whole entry, looked up): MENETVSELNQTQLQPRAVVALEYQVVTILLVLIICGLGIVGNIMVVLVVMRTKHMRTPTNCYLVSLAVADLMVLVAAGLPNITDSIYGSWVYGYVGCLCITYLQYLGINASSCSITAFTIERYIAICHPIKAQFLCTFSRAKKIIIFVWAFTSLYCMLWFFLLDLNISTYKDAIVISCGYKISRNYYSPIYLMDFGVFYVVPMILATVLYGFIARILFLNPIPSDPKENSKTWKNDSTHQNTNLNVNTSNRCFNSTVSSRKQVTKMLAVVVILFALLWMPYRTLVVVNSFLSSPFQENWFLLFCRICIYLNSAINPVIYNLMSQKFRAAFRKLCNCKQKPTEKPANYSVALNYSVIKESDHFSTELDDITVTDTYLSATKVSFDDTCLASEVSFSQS
#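 Fluo-8-loaded TRHR cells; 10 s baseline, compound added, kinetic Ca2+ fluorescence read 1/s, agonist mode.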
# BLM inh – qHTS Assay for Inhibitors of Bloom's syndrome helicase (BLM); RecQ-like DNA helicase BLM (Homo sapiens), P54132; recombinant BLM DNA unwinding, fluorescence dequenching; Potency, µM (doses to about 56.1 µM), for inactives: top-dose activity change, negative = inhibition, most hits filed as inhibitors; hit rate 0.2% among 350,000; AID 2528, 2010;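 also: potency is read from the fitted curve at half-maximal effect; plate controls were vehicle for no effect and no enzyme for full effect; nearly all actives have a fitted effect of over 35% in size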
# Pol kappa inh – qHTS for Inhibitors of Polymerase Kappa; purified Pol kappa, fluorescent DNA synthesis assay, 10 min; Potency, µM (titrated, usually from 107 µM), for inactives: at the highest dose activity, negative = inhibition, usual class: inhibitors; hit rate 0.53% among 400,000; also: potency is read from the fitted curve at half-maximal effect; % is scaled to controls: 0 for no effect and ±100 for the full control effect
#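 50 nM final substrate added after 15 min RT preincubation of 10 nM Pol kappa with compound; fluorescence read at 0 and 10 min.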
# POLB inh – qHTS Assay for Inhibitors of DNA Polymerase Beta; P06746; Pol beta primer extension/strand displacement, fluorescence kinetic; Potency, µM (series often up to 114 µM), for the others: at the highest dose activity change, negative = inhibition, actives largely listed as inhibitors; hit rate 1.3% among 340,000; also: potency is read from the fitted curve at half-maximal effect; % is scaled to controls: 0 for no effect and ±100 for the full control effect
#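 Homogeneous kinetic assay of primer extension and strand displacement by 10 nM Pol beta, preincubated 15 min at room temperature with compound before 50 nM substrate (final) was added. Read at 0 and 10 min; four-parameter Hill fit.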
# ERG Ets-DNA blk – qHTS for Small Molecule Inhibitors of the ERG Ets/DNA interaction; Transcriptional regulator ERG (Homo sapiens), P11308; fluorescence polarization, His-ERG Ets domain / labelled DNA; Potency, µM (top dose mostly 76.9 µM), inactives show at the top dose FP activity, negative = inhibition, usual class: inhibitors; hit rate 0.028% among 370,000; AID 624246, 2012; active = well fitted inhibition curve with a large enough effect in the polarisation, with a control signal flat; inconclusive = small, poorly fitted or top-dose-only effect, or effect the other way, or a change in a side signal; inactive = no such curve, though single readings can be large or run the other way; the % refers to the polarisation;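 also: polarization taken with two DNA probes labelled with fluorescein and Texas red; potency is read from the fitted curve at half-maximal effect; % of control where 0% means no effect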
# Target sequence (P11308 whole entry, looked up, the tested form may be a part): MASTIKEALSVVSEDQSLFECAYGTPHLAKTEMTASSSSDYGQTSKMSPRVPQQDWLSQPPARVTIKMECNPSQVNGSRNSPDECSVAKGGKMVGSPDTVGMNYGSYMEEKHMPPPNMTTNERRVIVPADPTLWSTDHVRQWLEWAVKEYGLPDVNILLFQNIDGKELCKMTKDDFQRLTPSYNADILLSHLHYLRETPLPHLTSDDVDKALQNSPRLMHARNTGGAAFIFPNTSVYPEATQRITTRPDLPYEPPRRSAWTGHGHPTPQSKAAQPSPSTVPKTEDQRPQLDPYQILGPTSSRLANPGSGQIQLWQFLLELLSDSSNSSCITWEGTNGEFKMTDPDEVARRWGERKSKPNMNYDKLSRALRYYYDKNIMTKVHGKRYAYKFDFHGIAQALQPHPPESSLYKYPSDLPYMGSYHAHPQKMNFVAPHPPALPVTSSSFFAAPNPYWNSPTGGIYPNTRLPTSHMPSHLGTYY
#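 His-tagged ERG Ets domain (1 uM in the protein solution; 300mM KCl, 50mM Tris-HCl, 1mM EDTA, 1mM DTT, pH 7.5) received compound, then a probe mix of 5 nM fluorescein-DNA and 100nM Texas-615-DNA. Fluorescence polarization was read for both dyes.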
# Anesthetic bind – qHTS Assay for Identification of Novel General Anesthetics; apoferritin/1-aminoanthracene competitive binding, fluorescence; Potency, µM (top dose mostly 77.5 µM), for the others: at the highest dose activity change, negative = displacement, usual class: inhibitors; hit rate 0.074% among 350,000; also: potency is read from the fitted curve at half-maximal effect; % is scaled to controls: 0 for no effect and ±100 for the full control effect; nearly all actives have a fitted effect of over 20% in size
# Target sequence (P02791 2-175 limits assumed): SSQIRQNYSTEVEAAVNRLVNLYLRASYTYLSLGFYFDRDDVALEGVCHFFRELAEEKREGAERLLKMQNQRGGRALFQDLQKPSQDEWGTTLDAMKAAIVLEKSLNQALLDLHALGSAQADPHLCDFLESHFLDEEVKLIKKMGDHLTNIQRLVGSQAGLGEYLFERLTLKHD
#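 Apoferritin-based anesthetic binding model; compound displacement of fluorescent 1-AMA measured as endpoint fluorescence after 10 minutes at room temperature, scaled to free-ligand and complex controls.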
# ALOX12 inh – Primary qHTS assay for inhibitors of human arachidonate 12S-lipoxygenase (ALOX12): Round 2 | hit rate 1.1% among 580,000 | purified 12hLO, xylenol orange hydroperoxide absorbance | Potency, µM (highest dose often 108 µM), inactives show at the top dose activity change, negative = inhibition, usual class: inhibitors | Polyunsaturated fatty acid lipoxygenase ALOX12 (Homo sapiens), P18054; also: potency is read from the fitted curve at half-maximal effect; % is scaled to controls: 0 for no effect and ±100 for the full control effect
#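 Purified human 12hLO at 150 nM in 25 mM Hepes, 0.01% Triton X-100, pH 7.0, preincubated 15 min at room temperature with compound. Reaction started with 40 uM arachidonic acid, 30 min at room temperature. Hydroperoxide measured by Fe-xylenol orange, 573/405 nm absorbance ratio.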
# APE1 inh – qHTS Assay for Inhibitors of the Human Apurinic/apyrimidinic Endonuclease 1 (APE1). DNA repair nuclease/redox regulator APEX1 (Homo sapiens), P27695. recombinant APE1, TAMRA/BHQ-2 abasic DNA cleavage fluorescence. Potency, µM (highest dose often 65.8 µM), without a hit: at the top dose activity change, negative = inhibition, most hits filed as inhibitors. hit rate 0.35% among 350,000. AID 2517, 2012;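 also: potency is read from the fitted curve at half-maximal effect; plate controls were vehicle for no effect and reference inhibitor for full effect; nearly all actives have a fitted effect of over 55% in size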
#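 0.75 nM APE1 + cpd, 15 min RT; start w/ 50 nM TAMRA/BHQ-2 THF-abasic dsDNA; kinetic fluor 525/598 nm ×3 reads @60 s; Δ(read3−read1); normalized to DMSO and NSC13755 control wells.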
# An asterisk follows results filed as active; i = inactive; ? = inconclusive; . = not tested or not shown; & = joins results of further samples; [ ] = another dose, or the depositor's remark. Unless noted, calls follow the shape of the dose curve; as a rule, active = well fitted curve in the direction sought with a large enough effect; inconclusive = small, poorly fitted or top-dose-only effect, or another doubt; inactive = no such curve, though single readings can be large; an effect the other way counts as inactive or inconclusive. A portion of the library, so the mix of outcomes need not match the whole.
# Start of the data: the first two entries as a preview:
SMILES	Pol iota inh	TRHR ag	BLM inh	Pol kappa inh	POLB inh	ERG Ets-DNA blk	Anesthetic bind	ALOX12 inh	APE1 inh
COc1ccc(C)cc1NC(=O)CCNS(=O)(=O)c1ccc2c(c1)CCC(=O)N2	17%	-0.4	0%	11%	35%	6%	-4%	2%	53%[activator]
CCOC(=O)c1noc2nc(C)n(Cc3ccc([N+](=O)[O-])cc3)c(=O)c12	13%	-0.4	-3%	3%[60.1 µM]	2%	0%	-5%	-2%	.

# The list itself, from the first entry:
SMILES	Pol iota inh	TRHR ag	BLM inh	Pol kappa inh	POLB inh	ERG Ets-DNA blk	Anesthetic bind	ALOX12 inh	APE1 inh
COc1ccc(C)cc1NC(=O)CCNS(=O)(=O)c1ccc2c(c1)CCC(=O)N2	17%	-0.4	0%	11%	35%	6%	-4%	2%	53%[activator]
CCOC(=O)c1noc2nc(C)n(Cc3ccc([N+](=O)[O-])cc3)c(=O)c12	13%	-0.4	-3%	3%[60.1 µM]	2%	0%	-5%	-2%	.
CN(CC(=O)Nc1ccc(S(=O)(=O)N(C)C)cc1)Cc1ccc(C(F)(F)F)cc1	93%[activator]	-0.1	-6%	-6%	-3%	16%	-16%	7%	-6%
Cc1ccc(C)c(C(=O)CSc2nc3cc(C(=O)NC4CCCC4)ccc3c(=O)n2CC2CCCO2)c1 (centres undefined)	2%	0.0	0%	-11%	0%	1%	-10%	-14%	.
O[C@@H]1CN(Cc2ccccc2Cl)CC[C@H]1N1CCOCC1	-21%	0.7	2%	-1%	-25%	10%	-4%	10%	32%
CCCn1c(O)c(N=NC(=O)c2ccco2)c2ccccc21	1%	0.1	2%	4%	22%	-3%	4%	4%	0%
NS(=O)(=O)c1ccc(CCNC(=O)c2ccco2)cc1	77%[activator]	0.4	2%	-9%	-11%	7%	-5%	3%	4%
COc1ccc(-n2nnnc2-c2cccc(OC)c2)cc1	8%	-0.9	1%	-5%	-1%	-9%	-10%	0%	2%
COc1ccc(NC(=O)C2CCC(CNS(=O)(=O)c3cccs3)CC2)cc1OC (centres undefined)	25%&15%	-2.1&-0.2	-5%&1%	-7%&12%	-1%&3%	-3%&8%	-9%&-5%	7%&-16%	-1%
Cc1ccc(N=Nc2ccc(O)c(/C=N\NC(=O)c3ccc(N)cc3)c2)cc1C	-4%	0.7	-10%	-11%	?	12%	-12%	6%	3%
O=C(NCc1ccccc1F)C1CCCN(C(=O)N2CCOc3ccccc32)C1 (centres undefined)	-13%	0.2	-2%	-16%	-7%	0%	4%	-15%	.
CCC(Cc1ccccc1)NC(=O)Cn1cccc1C(=O)c1ccccc1 (centres undefined)	-15%	-0.1	-2%	3%	15%	13%	-13%	-3%	-11%
Cc1ccc(C)c(S(=O)(=O)NCC(c2ccco2)N2CCc3ccccc3C2)c1 (centres undefined)	9%	0.7	.	-5%	.	6%	.	-13%	-9%
CCOc1ccc(C(=O)N2CCC(c3nnc(-c4ccccc4OC)o3)CC2)cc1	17%	-2.3	-3%	-17%	-6%	3%	1%	5%	.
COc1ccc2nc(C)cc(SCC(=O)NNC(=O)COc3cccc4ccccc34)c2c1	?	0.1	-13%	-22%	13µM*	0%	?	15%	6%
CCCNc1c(NS(=O)(=O)c2c(F)c(F)c(F)c(F)c2F)c(=O)oc2ccccc12	2%	-0.1	-2%	5%	96%	9%	-7%	12%	29%
CCc1cc2c(=O)n(CCCOC)c(SCC(=O)Nc3oc(C)c4c(C)n[nH]c(=O)c34)nc2s1	76%[activator]	-0.3	.	-4%	.	1%	.	?	9%
CCOCCn1c(CN2CCN(CC)CC2)nc2c1c(=O)n(C)c(=O)n2C	8%	0.1	3%	7%	-16%	1%	5%	5%	9%
NC(N)=NCCC[C@H](NC(=O)[C@H](Cc1ccccc1)NC(=O)[C@@H]1CCCN1C(=O)[C@H](CO)NC(=O)[C@H](Cc1ccccc1)NC(=O)CNC(=O)[C@@H]1CCCN1C(=O)[C@@H]1CCCN1C(=O)[C@@H](N)CCCN=C(N)N)C(=O)O	.	.	-1%	-10%[60.1 µM]	.	.	-5%	.	0%
CC(Oc1ccc(-n2cnnn2)cc1)C(=O)O (centres undefined)	70%[activator]	0.5	2%	0%	5%	-7%	-3%	-2%	9%
CC(C)c1ccc(C(=O)Nc2cccnc2)cc1	5%	0.6	-4%	-10%	-1%	-10%	-2%	29%	6%
O=C(Nc1ccc2c(c1)CCC2)C1CCN(c2c3c(nc4ncnn24)CCC3)CC1	17%	-1.1	0%	-8%	26%	0%	-19%	7%	-8%
COc1cccc(-c2nc(CS(=O)(=O)CC(=O)N3CCN(C4CCCCC4)CC3)c(C)o2)c1	-12%	0.1	-7%	-5%	-16%	-11%	3%	31%[activator]	-3%
CC(C)(C)c1cc(C(=O)O)c(CN2CCCCC2)o1	12%	0.0	1%	9%	8%	3%	-6%	?	0%
CCCn1c2ccccc2c2cnn(CC(=O)N3CCOCC3)c(=O)c21	?	-0.3	2%	-14%	-13%	14%	-9%	-18%	55%[activator]
Cc1cccc(/C=N/NC(=O)c2cc3c(s2)-c2ccccc2CC3)c1	0%	-1.1	3%	-10%	-18%	-9%	-4%	4%	0%
O=C(NCc1ccco1)C1CC(c2c(Cl)cccc2Cl)=NO1 (centres undefined)	?	-0.6	-6%	-17%	-21%	10%	?	-6%	2%
CCSc1nnc(NC(=O)C2CCN(S(=O)(=O)c3ccccc3C(F)(F)F)CC2)s1	64%[activator]	-0.8	-6%	-7%	-1%	2%	-9%	31%	1%
COc1ccc(C(=O)NCC(c2ccc(N(C)C)cc2)N2CCc3ccccc32)cc1 (centres undefined)	21%	-1.4	-5%	-9%[60.1 µM]	5%	5%	28%	-5%	.
CCN(c1ccccc1)S(=O)(=O)c1ccc(Cl)c(NC(=O)CN2C(=O)NC3(CCCC3)C2=O)c1	17%	-0.8	-4%	5%	10%	-24%	8%	-14%	7%
O=C1C(Cl)=C(NS(=O)(=O)c2ccc([N+](=O)[O-])cc2)C(=O)c2ccccc21	?	-0.7	-11%	0%	2%	2%	-7%	?	-3%
Cc1ccc(C(=O)NC(=S)Nc2ccc(Oc3ccc(Cl)cc3)cc2)cc1	-13%	-0.9	1%	1%	-1%	0%	-23%	7.9µM*	-1%
CSCCC(NC(=O)c1ccccc1)C(=O)NCCCn1nc(C)cc1C (centres undefined)	20%	-0.5	.	5%	.	0%	.	12%	19%
CC(=O)c1cccc(NC(=O)N2CCCC(C(=O)c3cc(F)ccc3F)C2)c1 (centres undefined)	-4%	0.1	-2%	4%	-16%	0%	-12%	7%	3%
COc1cc(/C=C/C(=O)OCC(=O)NC(=O)NC23CC4CC(CC(C4)C2)C3)ccc1OCC#N	127%[activator]	0.7	-9%	-11%	28%	-6%	-21%	-21%	-8%
CCOC(=O)c1nn(-c2cccc(OC)c2)c2nc(CC)c(C#N)c(=O)n12	12%	-0.4	-3%	-8%	26%	-8%	4%	0%	3%
COc1cc(CNCCSc2nnnn2C)ccc1OCc1c(F)cccc1Cl	-4%	0.5	-5%	-3%	1%	-3%	?	0%	.
CC1CCCCN1C(=O)COC(=O)c1cc([N+](=O)[O-])ccc1N1CCOCC1 (centres undefined)	12%	-0.7	.	2%	.	-6%	.	?	-3%
CCOc1cc(S(=O)(=O)NCC2OCCc3ccccc32)c(OCC)cc1-n1cnnn1 (centres undefined)	?	-1.4	-7%	-7%	?	.	-15%	10%	1%
Cc1ccc(NC(=O)N(Cc2cccs2)Cc2cc3cc4c(cc3[nH]c2=O)OCO4)cc1	.	-1.0	-8%	.	3%	.	2%	-8%	-2%
Cc1cc(N(CCO)Cc2ccccc2)n2nc(-c3ccc(C(C)(C)C)cc3)nc2n1	23%	-0.9	-3%	-20%	?	4%	?	-6%	.
COc1ccc(OC)c(NC(=O)CN2C(=O)CC(c3ccco3)Sc3ccccc32)c1 (centres undefined)	?	0.3	-11%	-21%	?	-7%	-4%	-21%	.
O=C(Nc1ccc2nc(-c3cccs3)[nH]c2c1)c1ccco1	?	0.1	-3%	-19%	32µM*	0%	4%	-14%	4%
Cc1ccc(NC(=O)CSc2ccc(-c3ccccn3)nn2)c(C)c1	30%[activator]	-0.9	0%	-6%	?	1%	-9%	i	4%
CC(NC(=O)c1cc(Br)cs1)C1CCCO1 (centres undefined)	64%[activator]	-0.2	-1%	-2%	33%	7%	-5%	0%	14%
Cc1ccc(-c2nc(-c3ccncc3)no2)c(Cl)c1	30%	-0.6	-8%	17%	23%	-10%	-12%	-29%	-12%
Cc1ccc(C(C)NC(=O)c2ccc3c(c2)OCO3)cc1C (centres undefined)	30%	-0.4	-3%	-8%	15%	-2%	-9%	32%	4%
Cc1ccc(-n2c(C)cc(/C=C3\SC(=O)NC3=O)c2C)cc1	?	-0.8	-7%	3%	?	9%	2%	0%	39%[activator]
O=C(O)C1CSC2(CCN(Cc3ccccc3)CC2)N1 (centres undefined)	29%	1.2	-12%	-10%	-2%	-5%	6%	?	11%
